15-hLO-2 inh: qHTS Assay for Inhibitors of 15-hLO-2 (15-human lipoxygenase 2). Polyunsaturated fatty acid lipoxygenase ALOX15B (Homo sapiens), O15296. purified 15hLO-2, xylenol orange hydroperoxide absorbance. Potency, µM (top dose mostly 57.1 µM), inactives show at the top dose activity change, negative = inhibition, actives largely listed as inhibitors. 110,000 compounds, 0.56% hits; also: potency is read from the fitted curve at half-maximal effect; nearly all actives have a fitted effect of over 60% in size; many of its hits are not listed in these tables
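Enzyme 50 nM, AA 45 uM, 25 mM Hepes pH 7.5 + 0.01% Triton X-100; cpd preinc 15 min RT, rxn 90 min RT; stop/detect with 200 uM XO + 300 uM Fe(II) in 50 mM H2SO4, 30 min; A573/A405.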
IMPase cell inh: qHTS Assay for Identifying the Cell-Membrane Permeable IMPase Inhibitors; Inositol monophosphatase 1 (Rattus norvegicus), P97697; CHO-M1 cells, IP1 accumulation, HTRF TR-FRET ratio; inhibition (IP1 accumulation), % at 46.1 µM; 120,000 tested, under 10 active; AID 901, 2007; active = well fitted curve in the direction sought with a large enough effect in the signal ratio, not every such curve was filed as active; inconclusive = small, poorly fitted or top-dose-only effect, or a change in a side signal; inactive = no such curve, though single readings can be large or run the other way; the % refers to the signal ratio;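 also: cells stimulated with carbachol in lithium chloride buffer; plate controls were DMSO basal wells for no effect and reference inhibitor wells for full effect; higher means more IMPase inhibition seen as more IP1 and lower FRET ratio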
Target sequence (P97697 whole entry, looked up): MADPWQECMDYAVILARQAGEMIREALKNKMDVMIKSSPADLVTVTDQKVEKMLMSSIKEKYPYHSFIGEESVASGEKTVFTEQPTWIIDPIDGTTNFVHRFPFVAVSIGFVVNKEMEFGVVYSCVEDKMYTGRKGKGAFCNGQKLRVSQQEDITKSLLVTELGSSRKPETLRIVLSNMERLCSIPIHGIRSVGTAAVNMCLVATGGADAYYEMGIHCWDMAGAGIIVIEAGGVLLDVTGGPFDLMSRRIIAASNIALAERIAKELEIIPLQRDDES
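Carbachol-driven Gq signalling in CHO-M1 cells (2000/well) generates IP1. Compounds that block IMPase raise IP1 and so reduce the FRET signal from Eu-anti-IP1 and d2-IP1 after a 10 min room-temperature lysis.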
PNC inhibitor: High Content Assay for Compounds that inhibit the Assembly of the Perinucleolar Compartment | 140,000 compounds, 3.1% hits | activity change (PNC), negative = inhibition, % at 10 µM | AID 2417, 2010 | PC3M PTB-GFP, PNC prevalence imaging, 16 h; stronger effect = lower value;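 active = readout at or below -70, meaning at least 70% loss of cells showing the perinucleolar compartment, a nuclear body marking cancer cells; inconclusive = readout between -30 and a set limit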;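 also: plate controls were DMSO wells for no effect and camptothecin positive control wells for full effect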
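Read-out is percentage of cells bearing a perinucleolar compartment, from automated 20x imaging of fixed, Hoechst-stained PC3M PTB-GFP cells. Cells were seeded 4 h, then exposed 16 h to compound (23 nl of library stock) in duplicate plates.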
ALOX12 inhib: qHTS Assay for Inhibitors of 12-hLO (12-human lipoxygenase). Polyunsaturated fatty acid lipoxygenase ALOX12 (Homo sapiens), P18054. purified 12-hLO, xylenol orange hydroperoxide absorbance. Potency, µM (top dose mostly 57.1 µM), inactives show at the highest dose activity change, negative = inhibition, most hits filed as inhibitors. 150,000 compounds, 0.12% hits. AID 1452, 2008; also: potency is read from the fitted curve at half-maximal effect; nearly all actives have a fitted effect of over 55% in size; many of its hits are not listed in these tables
Target sequence (P18054 whole entry, looked up): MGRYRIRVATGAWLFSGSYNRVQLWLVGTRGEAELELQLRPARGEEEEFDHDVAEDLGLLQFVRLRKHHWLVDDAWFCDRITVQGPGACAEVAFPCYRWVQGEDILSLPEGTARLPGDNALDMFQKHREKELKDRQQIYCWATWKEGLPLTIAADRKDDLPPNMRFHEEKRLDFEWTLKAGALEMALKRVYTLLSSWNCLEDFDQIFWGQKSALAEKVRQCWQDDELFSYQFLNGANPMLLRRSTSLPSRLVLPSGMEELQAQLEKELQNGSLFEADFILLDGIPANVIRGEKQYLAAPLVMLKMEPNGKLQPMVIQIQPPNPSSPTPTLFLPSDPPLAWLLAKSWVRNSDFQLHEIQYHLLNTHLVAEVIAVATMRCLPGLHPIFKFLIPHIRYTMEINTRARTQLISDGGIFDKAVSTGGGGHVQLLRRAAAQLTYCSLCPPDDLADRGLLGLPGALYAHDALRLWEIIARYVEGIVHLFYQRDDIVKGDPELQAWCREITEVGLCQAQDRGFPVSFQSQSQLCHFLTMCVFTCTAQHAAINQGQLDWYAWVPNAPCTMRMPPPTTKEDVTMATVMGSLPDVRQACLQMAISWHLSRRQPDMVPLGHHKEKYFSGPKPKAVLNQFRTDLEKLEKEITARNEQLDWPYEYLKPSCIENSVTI
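Hydroperoxide formation by human 12-lipoxygenase from 40 uM arachidonic acid was followed colorimetrically via ferric-xylenol orange complex, using the 573/405 nm absorbance ratio. Enzyme concentration was 150 nM, with 30 min reaction at room temperature.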
* marks the source's active call; other numbers are inactive results; u = inconclusive; x = not tested or not shown; & = joins results of further samples; [ ] = dose if it differs, or a comment. Unless noted, calls follow the shape of the dose curve; as a rule, active = well fitted curve in the direction sought with a large enough effect; inconclusive = small, poorly fitted or top-dose-only effect, or another doubt; inactive = no such curve, though single readings can be large; an effect the other way counts as inactive or inconclusive. Unless noted, % is scaled to controls: 0 for no effect and ±100 for the full control effect.

Values run as follows: 15-hLO-2 inh	IMPase cell inh	PNC inhibitor	ALOX12 inhib
COc1ccc(CC(=O)N2CCN(C)CC2)cc1OC
→ 2%	4	-23	-7%
CCC(NC(=O)OC(C)(C)C)C(=O)Oc1cc(C)cc2oc(=O)c3c(c12)CCC3 (stereo not given)
→ -7%	-7	11	-4%
CCCC(=O)OCC[N+](C)(C)C
→ x	x	u	-2%
CC(=O)OC1CC[C@@]2(C)C3CC[C@]4(C)C(=O)CCC4C3CC[C@H]2C1 (stereo not given in full)
→ -5%	x	x	-5%
CC(C)CCCn1c(O)c(/C=C2/C=CC=N2)c(=O)[nH]c1=O
→ x	x	u	-13%
COc1ccc(NP(=O)(Oc2ccccc2OC)Oc2ccccc2OC)cc1
→ x	x	u	-4%
CC(=O)NC(Cc1ccc(N(CCCl)CCCl)cc1)C(=O)O (stereo not given)
→ x	-5	212	-3%
CCNC[C@H](O)c1cccc(O)c1
→ 3%[25.6 µM]	5[20.6 µM]	x	-3%[25.6 µM]
CCOC(=O)CCN=Cc1c(O)n(-c2ccc(Br)cc2)c(=O)[nH]c1=O
→ -2%	2	-15	-6%
c1ccc2c(c1)-c1cccc3cccc-2c13
→ -8%	x	x	-2%
c1cc(N2CCCC3(CCNCC3)C2)ccn1
→ 49%[activator]	x	x	5%
N#C/C(=C\c1cccc(O)c1)C(=O)O
→ 21%	x	x	6%
CCOc1ccc(-n2c(O)c(C=NCCCn3ccnc3)c(=O)[nH]c2=O)cc1
→ -3%	0	21	8%
CCCn1c(C)c(C(=O)c2ccc3ccccc3c2)c2ccccc21
→ -7%	5	x	-6%
CC(C)(O)[C@H]1O[C@@H]2CC[C@]3(C)[C@@]4(C)c5[nH]c6ccccc6c5C[C@@H]4CC[C@]3(O)C2=CC1=O
→ -15%	0	x	-13%
CC(=O)c1c(C)[nH]c(C(=O)N2CCC3(CC2)OCCO3)c1C
→ -11%	-15	35	-8%
COC1=C(C)C(=O)c2c(c(COC(N)=O)c3n2C[C@@H]2[C@@H]3N2C)C1=O (stereo not given in full)
→ -3%[11.4 µM]	x	x	-1%[11.4 µM]
Cc1cccc(-c2nc3ccccc3c(=O)n2-n2cccc2)c1
→ 1%	-1	25	0%
COc1cc(C2c3cc4c(cc3C(OC(C)=O)[C@H]3COC(=O)C23)OCO4)cc(OC)c1OC (stereo not given in full)
→ -3%&5%	x	x	-3%&2%
N#Cc1ccc(CN2CCC3(CC2)CCN(C(=O)Oc2ccccc2)CC3)cc1
→ 2%	x	x	5%

Later entries.
Values run as follows: 15-hLO-2 inh	IMPase cell inh	PNC inhibitor	ALOX12 inhib
CN(C)C(=O)Oc1cccc(NC(=O)N2CCOCC2)c1
→ x	-6	4	2%
CCOC(=O)C(O)(c1ccc(N(CC)S(=O)(=O)c2ccc(C)cc2)cc1)C(F)(F)F (stereo not given)
→ -3%	13	u	-8%
CCOC(=O)c1cc2c(cn1)[nH]c1ccccc12
→ x	x	-1	-1%
CCN1CCN(Cc2cc(OC)c(OC)cc2[N+](=O)[O-])CC1
→ 7%	3	-3	-7%
CCOCN(C(=O)CCl)c1c(C)cccc1CC
→ -1%	x	x	-4%
O=[N+]([O-])c1cc([N+](=O)[O-])c2ccccc2c1
→ -10%	x	x	-3%
C(=NCCN1CCOCC1)=NC1CCCCC1
→ -11%[11.4 µM]	x	x	-5%[11.4 µM]
COP(=O)(OC)C1(O)C(=O)Nc2ccc(Br)cc21 (stereo not given)
→ x	x	u	1%
COc1cc2c(cc1-c1cc3cc4ccoc4cc3oc1=O)OCO2
→ 3%	x	x	-3%
O=c1[nH]c(=O)n(-c2ccccc2)c(O)c1/C=C1/C(c2ccccc2)=Nc2ccccc21
→ x	x	-91*	-2%
Cc1nc2cc(F)ccc2n1C1CCN(Cc2nnnn2CCc2ccccc2)CC1
→ 24%	-1	8	-2%
Cc1ccc(N2C(=O)NC(=O)/C(=C\c3ccc(N4CCOCC4)cc3)C2=O)cc1
→ x	x	u	0%
Cc1nc(-c2ccc(-c3ccc(C(=O)N4CCc5cc6c(cc54)C4(CCN(C)CC4)CO6)cc3)c(C)c2)no1
→ 43%&52%[activator]	7&7	x	19%&5%
CCCCn1c(=O)c(C(=O)Nc2nc3ccccc3[nH]2)c(O)c2ccccc21
→ 51%[activator]	-7	u	-3%
O=C(C1CC(=O)N(c2ccc(F)c(Cl)c2)C1)N1CCC2(CC1)OCCO2 (stereo not given)
→ 4%	8	5	7%
COc1ccc(C2C([N+](=O)[O-])=C(N)Oc3c2c(=O)oc2ccccc32)cc1 (stereo not given)
→ x	-3	u	-3%
c1cnc(N2CCC3(CCNCC3)CC2)nc1
→ 10%	x	x	0%
CN(C)CCCc1cccnc1
→ -8%[11.4 µM]	x	x	-6%[11.4 µM]
CCC(=NCC1CCCO1)c1c(O)n(Cc2ccccc2)c(=O)[nH]c1=O (stereo not given)
→ -2%	4	u	2%
O=C1NC(=O)N(Cc2ccco2)C(=O)/C1=C/c1ccc(-c2cccc([N+](=O)[O-])c2)o1
→ x	x	19	-14%

More entries:
Values run as follows: 15-hLO-2 inh	IMPase cell inh	PNC inhibitor	ALOX12 inhib
CNC(C)C(O)c1ccccc1 (stereo not given)
→ -5%	x	x	1%
O=c1c2ccccc2nc(SCC2CCCCO2)n1-c1ccccc1 (stereo not given)
→ x	x	5	-4%
CCN1CCN(C(=O)COc2cc(=O)n(CC)c3ccccc23)CC1
→ -2%	12	14	4%
O=P(c1ccccc1)(c1ccccc1)N1CC2(CC2)CC(O)(c2ccccc2)C1 (stereo not given)
→ -2%	x	x	-3%
COc1ccc(-n2c(/C=C/c3ccc4c(c3)OCO4)nc3ccccc3c2=O)cc1
→ x	x	49	-1%
COC[C@H]1OC(=O)c2coc3c2[C@@]1(C)C1=C(C3=O)C2CCC(=O)[C@@]2(C)C[C@H]1OC(C)=O (stereo not given in full)
→ 7%[0.0915 µM]	x	x	-6%[0.00818 µM]
COc1ccc(C2SCC(=O)Nc3c2c(C)nn3-c2ccccc2)cc1 (stereo not given)
→ -4%	4	54	-15%
C=C(CC1(CNP(=O)(c2ccccc2)c2ccccc2)CC1)c1ccccc1
→ 10%	x	x	-3%
O=C(Cc1ccccc1)N1CCN(Cc2ccccn2)CC1
→ x	-11	-84*	-5%
CC1=CC(=C2C(=O)NC(=O)NC2=O)C=C(C(F)(F)F)N1C(C)C
→ -17%	-3	u	-5%
COC(=O)N(c1ccccc1)P1(=S)OCCO1
→ 28%	-1	u	-1%
C[C@@H]1O[C@@H](O[C@H]2C[C@@H](O)[C@]3(CO)[C@@H]4[C@@H](O)C[C@]5(C)[C@H]([C@@H]6COC(=O)C6)CC[C@@]5(O)[C@H]4CC[C@@]3(O)C2)[C@H](O)[C@H](O)[C@@H]1O
→ -5%	-4	x	-4%
CCCCCCn1c(O)c(C=Nc2c(C)n(C)n(-c3ccccc3)c2=O)c(=O)[nH]c1=O
→ -1%	10	-9	-1%
CC[C@H](CO)NC(=O)[C@@H]1C=C2c3cccc4[nH]cc(c34)C[C@@H]2N(C)C1
→ -2%	0	x	-4%
CCC(=NCCc1ccccc1)c1c(O)n(C2CCCCC2)c(=O)[nH]c1=O
→ -12%	11	-29	2%
CC(C)CC12CN3CCN(CC(C3)/C1=N/O)C2
→ 1%	13	22	0%
Clc1ccccc1Nc1ncnc(-n2cccc2)n1
→ x	3	46	3%
O=C(COC(=O)c1cccc(O)c1)Nc1ccc(Cl)cc1C(=O)c1ccccc1
→ x	0	-16	-3%
CCc1ccc(CNCCc2ccc(F)cc2)cc1
→ x	x	u	-8%
c1ccc(NNc2ccccc2)cc1
→ -11%	x	x	-8%

Part of the list above, tab-delimited:
compound	15-hLO-2 inh	IMPase cell inh	PNC inhibitor	ALOX12 inhib
COc1ccc(-n2c(/C=C/c3ccc4c(c3)OCO4)nc3ccccc3c2=O)cc1	x	x	49	-1%
COC[C@H]1OC(=O)c2coc3c2[C@@]1(C)C1=C(C3=O)C2CCC(=O)[C@@]2(C)C[C@H]1OC(C)=O (stereo not given in full)	7%[0.0915 µM]	x	x	-6%[0.00818 µM]
COc1ccc(C2SCC(=O)Nc3c2c(C)nn3-c2ccccc2)cc1 (stereo not given)	-4%	4	54	-15%
C=C(CC1(CNP(=O)(c2ccccc2)c2ccccc2)CC1)c1ccccc1	10%	x	x	-3%
O=C(Cc1ccccc1)N1CCN(Cc2ccccn2)CC1	x	-11	-84*	-5%
CC1=CC(=C2C(=O)NC(=O)NC2=O)C=C(C(F)(F)F)N1C(C)C	-17%	-3	u	-5%

Next entries:
Values run as follows: 15-hLO-2 inh	IMPase cell inh	PNC inhibitor	ALOX12 inhib
CCC(=O)Nc1ccc(Cl)c(Cl)c1
→ 6%	x	x	-9%
CCCCCC[C@H]1C(=O)O[C@H](C)[C@H](NC(=O)c2cccc(NC=O)c2O)C(=O)O[C@@H](C)[C@@H]1OC(=O)CC(C)C
→ -13%	7	x	-8%
O=C1NC(=O)C(=Cc2cn(CCOc3ccc4c(c3)OCO4)c3ccccc23)C(=O)N1
→ u	-7	2	0%
C=CCn1c(O)c(C(CC)=Nc2cc(OC)ccc2OC)c(=O)[nH]c1=O
→ -5%	13	31	-16%
COc1ccc(CCNC(=O)c2c(N)n(CCN3CCOCC3)c3nc4ccccc4nc23)cc1
→ 8%[2.29 µM]	4	3	1%
CC(c1ccccc1F)n1cc(C(=O)Nc2ccc3nc[nH]c3c2)nn1 (stereo not given)
→ 13%	10	-20	6%
C[C@@]1(CO)[C@H](O)CC[C@@]2(C)[C@H]1CC[C@H]1C[C@@H]3C[C@@]12CC[C@]3(O)CO
→ x	x	u	-4%
c1ccc2sc(C3(N4CCCCC4)CCCCC3)cc2c1
→ 62%&26%[activator]	7&11	x	-7%&-2%
CN1CCN(c2ccc([N+](=O)[O-])c(NCC3CCCO3)c2)CC1 (stereo not given)
→ x	-1	7	u
CCC(=O)N1CC(=O)Nc2ccc(F)cc2C1c1ccccc1 (stereo not given)
→ 5%	17	u	-3%
O=[N+]([O-])O[C@H]1CO[C@H]2[C@H]1OC[C@@H]2O[N+](=O)[O-]
→ 4%[25.6 µM]	2[20.6 µM]	x	-3%[25.6 µM]
CCN(CC)CCNCC(=O)Nc1ccc(Cl)cc1C(=O)c1ccccc1
→ 6%	11	36	-13%
O=C(c1cccs1)N1C2CCC1CC(O)(c1cccnc1)C2 (stereo not given)
→ 5%	-1	20	-4%
CN(C)Cc1c[nH]c2ccccc12
→ -2%	1	x	1%
Oc1ccccc1-c1ccccc1
→ -9%	x	x	-1%
COc1ccc(C(CC(=O)N2CCC3(CC2)OCCO3)NS(=O)(=O)c2ccc(F)cc2)cc1 (stereo not given)
→ -14%	3	19	-5%
CCOC(=O)c1nc2ccccc2c(=O)n1-c1cccc(C)c1
→ -5%	u	-25	4%
CCCCCc1nc2ccccc2c(=O)n1-c1ccccc1[N+](=O)[O-]
→ x	x	u	2%
CCN(CC)CCNC(=O)c1nn(-c2ccc(C)cc2)c(=O)c2c1c1ccccc1n2C
→ 44%[activator]	7	-22	-1%
O=C1CN(C(=O)CN2CCCCC2)C(c2ccccc2)c2cc(Br)ccc2N1 (stereo not given)
→ 5%	0	-92*	-4%

Compound activity: PubChem BioAssay, National Center for Advancing Translational Sciences (NCATS)

A portion of the library; count on the stated rates, not on these rows.
